# From PubChem
# TRHR PAM – allosteric enhancers of human TRH receptor | AID 493056 | P34981 | TRHR cells, fluo-8 calcium fluorescence, EC20 TRH enhancement | enhancement, % at 2 µM | 0.66% of 360,000 active; in the data active means enhancement above about 30%; further: 0% is about no effect
#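 TRHR-expressing cells loaded with fluo-8 calcium dye were read kinetically (ex 480/em 530) during compound addition, then stimulated with an EC20 of TRH (10 nM final). Enhancement of the Gq-mediated intracellular calcium response was scored.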
# mIDH1 inhibitor – human IDH1 R132H inhibition; IDH1-R132H enzyme, NADPH consumption, diaphorase/resazurin fluorescence; Potency, µM (series often up to 76.6 µM), inactives show at the top dose activity change, negative = inhibition, most hits filed as inhibitors; 0.093% of 390,000 active; AID 602179; further: potency means the concentration at half of the fitted maximal effect; on the % scale 0 is the no-effect control and ±100 the full control effect; nearly all actives have a fitted effect of over 65% in size
#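 IDH1-R132H (0.5 ug/mL dispensed) in pH 7.5 Tris buffer was preincubated 30 min with compound, then given a substrate mix of 0.016 mM NADPH and 2 mM alpha-KG for 80 min at room temperature; remaining NADPH was read by diaphorase/resazurin fluorescence.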
# PI4K2A inh – PI4K2A (human) kinase inhibition; AID 1346378; 0.13% of 420,000 active; purified PI4K2A, ADP-Glo luminescence, 1 h; active compounds read low; Q9BTU6; activity change, negative = inhibition, % at 76.9 µM; in the data active means activity change below about -50%; inconclusive means mostly about -30% to -49%;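 further: -100% = wells without enzyme as full effect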
# Target sequence (Q9BTU6 whole entry, looked up): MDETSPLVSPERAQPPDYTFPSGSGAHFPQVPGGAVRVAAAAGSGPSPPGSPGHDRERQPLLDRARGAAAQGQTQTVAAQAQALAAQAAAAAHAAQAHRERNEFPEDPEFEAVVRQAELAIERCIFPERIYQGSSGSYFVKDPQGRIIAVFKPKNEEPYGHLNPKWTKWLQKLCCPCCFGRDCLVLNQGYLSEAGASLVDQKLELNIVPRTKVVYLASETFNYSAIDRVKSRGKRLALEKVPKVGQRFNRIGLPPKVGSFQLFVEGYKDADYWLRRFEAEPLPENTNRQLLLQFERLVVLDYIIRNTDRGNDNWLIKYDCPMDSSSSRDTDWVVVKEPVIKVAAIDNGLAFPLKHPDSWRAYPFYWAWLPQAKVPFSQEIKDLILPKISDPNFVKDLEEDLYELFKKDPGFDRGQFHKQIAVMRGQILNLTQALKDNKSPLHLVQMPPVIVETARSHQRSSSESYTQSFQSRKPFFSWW
#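 Compounds are screened against recombinant PI4K2A using PI as substrate and ATP, the latter dispensed at 300 microM. Reactions run one hour at ambient temperature before ADP-Glo detection; full inhibition defined by wells lacking enzyme.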
# D2 agonist – activates the human D2 dopamine receptor. AID 485358. 0.53% of 340,000 active. HEK293 T-REx D2 cells, calcium flux agonist mode. activation, % at 2 µM. P14416;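 active means activation over 3 SD above normal in the single-dose calcium agonist read, cut at about 30% in these data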; further: 0% is about no effect
# Target sequence (P14416 whole entry, looked up): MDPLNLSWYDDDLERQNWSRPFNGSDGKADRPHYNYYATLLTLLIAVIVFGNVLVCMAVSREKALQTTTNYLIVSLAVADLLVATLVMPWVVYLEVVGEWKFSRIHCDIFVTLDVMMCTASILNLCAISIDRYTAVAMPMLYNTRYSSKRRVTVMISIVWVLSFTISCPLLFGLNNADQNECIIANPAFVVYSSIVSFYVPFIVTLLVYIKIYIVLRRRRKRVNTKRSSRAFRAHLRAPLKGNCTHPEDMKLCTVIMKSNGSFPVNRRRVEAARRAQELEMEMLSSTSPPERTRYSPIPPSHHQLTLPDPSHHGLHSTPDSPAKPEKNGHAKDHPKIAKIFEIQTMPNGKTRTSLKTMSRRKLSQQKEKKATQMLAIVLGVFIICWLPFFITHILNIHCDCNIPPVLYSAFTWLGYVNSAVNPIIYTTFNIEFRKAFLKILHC
#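 Tetracycline-induced HEK293 Trex cells with D2 receptor force-coupled to calcium signaling, plated overnight at 30 C and loaded with no-wash calcium dye. Calcium flux read kinetically for 180 s after compound addition; responses flag agonists.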
# TrxR1 substrate – is turned over as a substrate by rat TrxR1; purified TrxR1 substrate turnover, NADPH consumption readout; Potency, µM (top dose mostly 114 µM), inactives show top-dose activity change, negative = substrate turnover; 0.01% of 390,000 active; further: potency means the concentration at half of the fitted maximal effect; on the % scale 0 is the no-effect control and ±100 the full control effect; nearly all actives have a fitted effect of over 50% in size
#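 Rat TrxR1, dispensed at 90 nM, was prereduced with 400 uM NADPH (final) for 5 min at ~22 deg C, then incubated with compound 15 min before 400 uM selenite. A first-read NADPH fluorescence drop versus no-compound background flagged substrates.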
# TRHR agonist – TRH receptor (human) agonism; TRHR cells, calcium flux fluo-8, FDSS agonist mode; 0.18% of 360,000 active; AID 493084; activation, % at 2 µM; P34981; in the data active means activation above about 30%; further: 0% is about no effect
#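 TRHR-expressing cells loaded with fluo-8 calcium dye; 23 nL library compound pin-transferred, kinetic FDSS fluorescence (Ex 480/Em 530) recorded about 180 s for agonist-induced calcium release, before a 10 nM TRH EC20 addition for potentiator mode.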
# rTrxR1 inhibitor – rat TrxR1 inhibition. AID 588453. O89049. 1% of 390,000 active. Potency, µM (doses to about 114 µM), inactives show top-dose activity change, negative = inhibition, most hits filed as inhibitors. recombinant rTrxR1, NADPH fluorescence consumption, selenite substrate; further: potency means the concentration at half of the fitted maximal effect; on the % scale 0 is the no-effect control and ±100 the full control effect; nearly all actives have a fitted effect of over 65% in size
#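 Rat TrxR1 (90 nM in the dispensed reagent) was pre-reduced with 400 uM NADPH for 5 min at room temperature, then incubated with compound for 15 min. After 400 uM selenite was added, NADPH fluorescence (Ex 340/Em 450 nm) was followed for 8 min.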
# D2 antag – antagonists of human D2 dopamine receptor | HEK293 TREx D2 cells, calcium flux, dopamine EC80 | inhibition, % at 10 µM | AID 485344 | 2% of 340,000 active; in the data active means inhibition above about 30%; further: 0% is about no effect
#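 Tetracycline-induced HEK293 TREx cells expressing D2 receptor forced-coupled to calcium signalling, loaded with no-wash calcium dye. Compounds added and calcium flux read 180 s, then dopamine added at EC80 and read a further 180 s.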
# USP1-UAF1 inh – USP1/UAF1 (human) deubiquitinase inhibition; AID 743255; recombinant USP1/UAF1, Ub-Rhodamine cleavage fluorescence; 0.23% of 390,000 active; Potency, µM (series often up to 57.1 µM), without a hit: top-dose activity change, negative = inhibition, most hits filed as inhibitors; O94782; further: potency means the concentration at half of the fitted maximal effect; on the % scale 0 is the no-effect control and ±100 the full control effect; nearly all actives have a fitted effect of over 60% in size; inactives centre near -12
#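 USP1/UAF1 complex at 1 nM was preincubated with compound for 15 min at room temperature, then Ub-Rho substrate (150nM final) was added. Fluorescence (480/540 nm) was read kinetically, 6 reads every 60 seconds.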
# Numbers without * were called inactive; u = inconclusive; x = not tested or not shown; & = joins results of further samples; [ ] = another dose, or the depositor's remark. Unless noted, the call rests on the fitted dose curve; in most records, active means well fitted inhibition curve with a large enough effect; inconclusive means small, poorly fitted or top-dose-only effect; inactive means no such curve, though single readings can be large or run the other way.
SMILES,TRHR PAM,mIDH1 inhibitor,PI4K2A inh,D2 agonist,TrxR1 substrate,TRHR agonist,rTrxR1 inhibitor,D2 antag,USP1-UAF1 inh
CC(C)Cn1c(N)c(C(=O)NCC2CCCO2)c2nc3ccccc3nc21 (centres undefined),3.0,5.3%,-4.9,3.0,67.7%[activator][57.1 µM],1.8,9.1%[57.1 µM],-3.7,-19.9%
CCCCn1c(=O)n(-c2ccc(Br)cc2F)c(=O)c2c3c(sc21)CN(C(C)=O)CC3,-3.1,-8.2%,-3.8,x,-8.5%,0.3,-13.0%,x,-5.8%
CCOc1ccc2oc(=O)cc(CN3CCN(c4ccccc4OC)CC3)c2c1,46.5*,-4.6%,-6.0,-1.1,-12.2%,-1.5,-15.0%,x,-7.2%
CCOC(=O)/C(O)=C/c1ncc(C(F)(F)F)cc1Cl,-1.7,1.4%,-2.1,1.5,2.1%[57.1 µM],0.8,-3.9%[57.1 µM],2.9,-2.6%
CCOc1ccccc1CN1CCNC(=O)C1CC(=O)N(C)CCc1ccccn1 (centres undefined),1.1,-5.1%,-1.5,-0.4,2.8%,-0.1,5.4%,-3.0,-21.3%
O=C(Nc1cc([N+](=O)[O-])ccc1F)C1CCN(S(=O)(=O)c2cccs2)CC1,x,-1.9%,-0.5,x,-2.4%,x,1.4%,x,0.0%
O=C(c1cccc(C(F)(F)F)c1)N1CCN(C2CCCCC2)CC1,5.2,1.0%,5.6,0.8,9.9%,0.4,11.9%,-5.4,-10.8%
O=C(Nc1ncc(Cc2ccc(Cl)cc2)s1)c1ccc2c(c1)CC(c1ccccc1)OC2=O (centres undefined),1.3,0.0%,1.5,0.4,2.3%,-0.1,27.5%,x,-20.3%
COc1cc2c(=O)n(CCC(=O)NCC3CCCO3)c(=O)n(CC(=O)Nc3ccccc3C)c2cc1OC (centres undefined),5.7&6.9,2.9%&-18.7%,2.2&-2.0,0.6&0.8,65.4%&8.5%[activator],0.4&-0.1,33.4%&-4.1%,-21.6,-21.4%&1.5%
Oc1ccc(/C=N/Nc2nc(N3CCCC3)nc(N3CCCC3)n2)cc1O,3.8,3.6%,2.9,0.4,-2.1%[57.1 µM],-0.5,-4.3%[57.1 µM],2.7,-3.9%
O=C(NNC(=S)Nc1ccccc1Cl)c1ccncc1,1.6,-1.1%,-5.3,x,4.1%[57.1 µM],-0.1,-13.3%[57.1 µM],x,-8.3%
Cc1c(Cl)cccc1NC(=O)CCn1cnnn1,-0.4,2.5%,-2.7,x,9.7%[11.4 µM],1.9,17.3%,x,-12.7%
O=C(Oc1ccc(N2C(=O)CCC2=O)cc1)c1ccccc1Cl,2.5,1.2%,6.1,0.5,-0.6%,0.2,4.7%,2.3,-4.8%
O=C(O)c1ccc(NC(=O)c2cccc(C(=O)Nc3ccc(C(=O)O)cc3)n2)cc1,-3.2,16.9%,-13.8,-0.2,20.2%,0.4,40.2%,-15.5,u
COC(=O)c1cc(-c2cccs2)nc2ccccc12,-3.0,3.4%,-2.8,0.0,85.5%,0.3,19.7%[57.1 µM],-3.4,u
Cc1ccc(S(=O)(=O)NCCC(=O)N2CC(C)OC(C)C2)cc1C (centres undefined),4.8,1.3%,-6.5,-0.4,-9.6%,-0.6,-8.1%,-0.6,-3.0%
CCC(CC)c1nnc(NC(=O)c2cc([N+](=O)[O-])ccc2N2CCOCC2)s1,x,-10.1%,2.5,x,-10.2%,x,6.8%,x,-19.2%
CCCc1nc2c(=O)n(C)c(=O)[nH]c2n1CCC,0.2,3.0%,2.8,0.7,12.3%[57.1 µM],0.6,18.3%[57.1 µM],5.2,-0.9%
COc1cc(NC(=O)COc2cc3oc(=O)cc(C)c3cc2Cl)cc(OC)c1OC,-9.2,4.9%,-1.8,-0.7,8.2%,-0.5,25.8%,8.2,-18.0%
CC1(C)Cc2c(cnn2-c2ccccc2)C(NC(=O)C2(C(N)=O)CC2)C1 (centres undefined),0.6,7.8%,-1.8,1.0,6.5%,0.1,17.9%,6.9,-22.7%
CCN(CC(=O)Nc1ccc(Br)c(C)c1)CC(=O)NC(C)C,-7.4,4.2%,4.8,-1.2,9.5%,0.2,16.6%,20.8,-14.4%
O=C1CSC(c2cccnc2)N1Cc1ccc(Cl)c(Cl)c1 (centres undefined),14.3,13.9%,5.6,-0.9,0.9%,-1.8,15.6%,26.4,-16.6%
CCOc1ccc(-c2cc(C(=O)NCCCN3CCCC3)c3ccccc3n2)cc1,-4.9,-7.4%,0.1,0.3,30.2%[activator],1.5,-9.6%,5.3,-21.2%
CCOC(=O)c1cc(S(=O)(=O)NCc2ccccc2)[nH]n1,-3.4,3.1%,-5.3,x,3.5%[57.1 µM],-0.2,11.0%[57.1 µM],x,-24.7%
COc1ccc(CN=C(NS(=O)(=O)c2cccs2)SC)cc1,-3.1,5.2%,-5.0,-0.6,3.8%,-0.7,13.8%,4.0,-16.7%
Cc1cc(C(=O)COC(=O)C2=NNC(=O)CC2)c(C)n1-c1ccc(OC(F)F)cc1,5.8,3.7%,-4.6,0.8,-12.8%,-0.1,-14.3%,-5.8,-9.1%
N#CCCCCN1CCCC1,5.0,-2.8%,-1.0,0.8,1.3%[2.29 µM],0.5,1.9%[2.29 µM],-8.3,-17.2%
COc1ccc(OC)c(C(=O)CSc2nnnn2C)c1,-9.0,16.9%,-0.9,0.6,4.9%[57.1 µM],-0.2,2.4%[57.1 µM],-14.4,-15.2%
Fc1ccccc1CNC(=S)Nc1cccc(C(F)(F)F)c1,-4.7,17.1%,2.2,4.7,-5.4%,1.8,-11.4%,-12.4,-0.4%
COC(=O)C1=C(C)N(CCCC(=O)O)C(=O)NC1c1ccccc1OS(=O)(=O)c1ccccc1[N+](=O)[O-] (centres undefined),x,-4.3%,0.8,x,-1.8%,x,2.4%,x,8.5%

# 3 compounds from above, arranged by heavy-atom count, low to high.
SMILES,TRHR PAM,mIDH1 inhibitor,PI4K2A inh,D2 agonist,TrxR1 substrate,TRHR agonist,rTrxR1 inhibitor,D2 antag,USP1-UAF1 inh
O=C(c1cccc(C(F)(F)F)c1)N1CCN(C2CCCCC2)CC1,5.2,1.0%,5.6,0.8,9.9%,0.4,11.9%,-5.4,-10.8%
CC1(C)Cc2c(cnn2-c2ccccc2)C(NC(=O)C2(C(N)=O)CC2)C1 (centres undefined),0.6,7.8%,-1.8,1.0,6.5%,0.1,17.9%,6.9,-22.7%
CC(C)Cn1c(N)c(C(=O)NCC2CCCO2)c2nc3ccccc3nc21 (centres undefined),3.0,5.3%,-4.9,3.0,67.7%[activator][57.1 µM],1.8,9.1%[57.1 µM],-3.7,-19.9%

# (cont.)
SMILES,TRHR PAM,mIDH1 inhibitor,PI4K2A inh,D2 agonist,TrxR1 substrate,TRHR agonist,rTrxR1 inhibitor,D2 antag,USP1-UAF1 inh
COc1ccc(-c2cn3c(n2)sc2cc(C(=O)NCc4ccccc4)ccc23)cc1,-3.8,-15.7%,-10.2,-0.2,1.4%,0.2,-0.7%,x,-5.3%
COc1ccc(NC(=O)CSCC(=O)Nc2nnc(CC(C)C)s2)cc1,0.7,6.3%,-8.0,x,9.6%,-0.3,29.2%,x,-6.8%
O=C(O)CC1(CC(=O)Nc2ccc3c(c2)C(=O)OC3)CCCCC1,-1.1,-5.5%,-1.2,x,-8.0%,0.6,-1.9%,x,-20.6%
Cc1cc(-n2c(C)cc(C(=O)CSc3nc(N)cc(=O)[nH]3)c2C)no1,-3.6,-13.0%,0.8,-1.5,-2.4%,-0.5,14.9%,-5.1,-5.3%
Cc1ccccc1C1c2[nH]c3ccccc3c2C[C@H]2C(=O)N(C3CCN(Cc4ccccc4)CC3)CC(=O)N12 (some centres undefined),0.5,x,x,0.8,x,0.5,x,4.4,x
O=C1c2ccc([N+](=O)[O-])cc2S(=O)(=O)N1Cc1ccccc1,5.4,-0.3%,-2.8,-0.6,-7.5%,-0.7,-27.0%,16.3,-9.6%
CCN1c2ccccc2-c2nc(SCC(=O)Nc3cc(OC)cc(OC)c3)ncc2S1(=O)=O,-0.6,7.2%,-1.5,x,-1.2%[57.1 µM],0.3,14.9%[57.1 µM],x,-2.0%
CC(C)(C)OC(=O)NCC1CCN(S(=O)(=O)Cc2ccccc2)CC1,3.6,0.0%,2.6,-0.8,1.1%,-0.8,20.4%,-20.2,-19.0%
Cn1cccc1C(=O)N/N=C/c1c(Cl)cccc1Cl,4.9,9.5%,-3.6,x,12.6%[57.1 µM],-0.3,16.8%[57.1 µM],x,-19.4%
CCCNC(=O)C1=C(C)C(=O)OC12CCC(C)CC2 (centres undefined),-2.9,2.5%,0.8,0.4,-0.4%[57.1 µM],0.5,-2.2%[57.1 µM],-5.4,-0.8%
CC1CCc2nc(/C(C#N)=C/c3cccnc3)sc2C1 (centres undefined),3.2,5.6%,5.0,0.4,-2.3%[57.1 µM],-0.1,7.4%[57.1 µM],9.2,-9.7%
O=S(=O)(c1ccc(F)c(F)c1F)N1CCN(c2ncnc3sccc23)CC1,x,2.6%,3.3,x,3.4%[11.4 µM],x,-21.3%[11.4 µM],x,-5.2%
COc1ccccc1CN1CCNC(=O)C1CC(=O)NCc1cn(C)nc1C (centres undefined),3.5,-4.1%,1.1,-0.2,5.0%,0.3,-8.6%,-17.4,-21.3%
CN(c1ccc(OCC(=O)OCC(=O)Nc2ccc([N+](=O)[O-])cc2)cc1)S(=O)(=O)c1cccs1,x,-6.3%,6.6,x,-11.4%,x,-5.0%,x,-14.9%
COc1ccc(C(=O)NCC(=O)Nc2ccc(F)cc2)cc1OC,6.1,-1.2%,-1.5,-0.6,-3.9%,-0.1,14.2%,-10.9,0.3%
Cc1n[nH]c(C)c1C(=O)CC1(O)C(=O)N(Cc2ccccc2)c2ccc(Br)cc21 (centres undefined),7.2,6.5%,-1.3,0.0,474.5%[activator],0.0,43.1%[activator],-8.4,-16.1%
CC1(C)CC(=O)c2cc(C(=O)NCc3ccco3)c(=O)n(-c3ccccc3)c2C1,3.0,3.4%,-12.2,0.2,-9.9%,-0.6,-19.2%,12.3,-15.3%
CC1(C)C(=O)OC(c2cccn2-c2ccc([N+](=O)[O-])cc2)C(C)(C)C1=O (centres undefined),-2.9,2.7%,0.5,-0.4,4.0%,-2.4,11.6%,-6.2,-15.0%
